# Screening data deposited in PubChem by several laboratories.
# XIAP displacement: small molecules displacing peptide from XIAP – biochemical, IAP family, fluorescence polarization (AID 1018). XIAP BIR domain, fluorescence polarization peptide displacement; higher % means a stronger effect. displacement, % at 20 µM, or IC50 in µM where a hit was titrated. 0.007% of 200,000 active; in the data active = displacement above about 50%; also: a part of the inactive calls stands beside numbers as strong as those of hits
# LYP inhibition: inhibitors of LYP phosphatase, biochemical, fluorescence intensity, uHTS (AID 1779). recombinant LYP phosphatase, fluorescence intensity; higher % means a stronger effect. 0.054% of 290,000 active. inhibition, % at 11.5 µM, or IC50 in µM where a hit was titrated;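 also: plate controls were vehicle with enzyme for no effect and no enzyme for full effect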
# AID2073: inhibitors of Mint1-CaV2.2 protein interaction, biochemical, HTRF (AID 2073) | HTRF protein-protein interaction, Mint1-CaV2.2; higher % means a stronger effect | 0.19% of 290,000 active | one-dose inhibition, % at 20 µM; IC50 in µM for titrated hits; in the data active = inhibition mostly above about 51%, no sharp cut-off; inconclusive = no clear call, values can overlap the other calls; inactive = mostly below about 53%; also: some results filed as inactive read as strong as hits
# HIV fusion peptide: cell-free HIV fusion peptide-binding blockers – biochemical, uHTS, fluorescence dequenching, primary screen (AID 1986). 0.3% of 290,000 active. one-dose inhibition, % at 20 µM; IC50 in µM for titrated hits. cell-free peptide binding, fluorescence dequenching, 30 min; higher % means a stronger effect; in the data active = inhibition mostly above about 52%, no sharp cut-off; inactive = mostly below about 76%; also: some results filed as inactive read as strong as hits
# Myeloid diff 2: promotes myeloid progenitor differentiation | calls only at 10 µM | 1% of 360,000 active | ER-HoxA9 myeloid progenitors, lysozyme-GFP differentiation, flow cytometry;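 active = normalized GFP-positive differentiation at or above the plate's own cutoff, the solvent-only control mean plus 3 SD; inconclusive = no clear call, values can overlap the other calls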;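 also: cells exposed to compound for four days before flow analysis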
# HEK293 NOD2/NF-kB: NOD2 signaling inhibitors, cell-based, luminescence, uHTS, HEK293 (AID 1566); 0.63% of 290,000 active; one-dose inhibition, % at 4 µM; EC50 in µM for titrated hits; HEK293 NOD2/NF-kB luciferase reporter, luminescence; higher % means a stronger effect; also: many of its hits are not listed in these tables
# NS5 inhibitors: flavivirus cap methylation enzyme inhibition – biochemical, confirmation dose response, primary screen (AID 588689). Dengue-2 NS5 methyltransferase capping enzyme assay, biochemical; higher % means a stronger effect. inhibition, % at 25 µM; hits with a dose series show IC50 in µM. 0.3% of 340,000 active; in the data active = a potency from the dose series; inconclusive = inhibition above about 29% without an active follow-up result
# Siah-1 displacement: blockers of Siah-1 interaction with plectin peptide – biochemical, fluorescence polarization, rhodamine-plectin, uHTS, primary screen (AID 1817) | Siah-1 / rhodamine-plectin peptide fluorescence polarization; higher % means a stronger effect | displacement, % at 20 µM; hits with a dose series show IC50 in µM | 0.02% of 290,000 active;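 active = displacement of at least 50% at 20 µM, with a fluorescence ratio check between 0.3 and a set limit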;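 also: plate controls were Siah plus tracer with DMSO for no effect and tracer alone without Siah for full effect; strong numbers were not always called active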
# Lipid droplet: modulators of hepatic lipid droplet formation | inhibition, % at 6.5 µM | 0.4% of 240,000 active | AML12 mouse hepatocytes, oleate lipid droplets, BODIPY imaging;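 active = lipid droplet intensity inhibited by at least 50%, with more than 500 cells counted; inconclusive = wells with under 300 cells, treated as cytotoxic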
#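 Test system: AML12 mouse liver cells; schedule: overnight exposure; technique: high-content imaging of BODIPY-stained droplets and DAPI nuclei; read-out: % inhibition of corrected integrated BODIPY droplet signal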
# Lipid droplet cells 6.5 µM: further read-out of Lipid droplet, marked with its call; cell count; measured here: cell count, cytotoxicity flag;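 cells counted across two imaged fields per well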
# Myeloid diff 2 GFP+ MAC1+ %: recorded beside Myeloid diff 2, whose call it bears; GFP+ MAC1+ double positive, %; measured here: differentiation confirmed by MAC1 staining
# Numbers without * were called inactive; i = inactive; u = inconclusive; x = no result given. Rule as the data show it, unless noted: active = inhibition above about 50%; inactive = the rest. An excerpt (hit frequency here may not be typical).
entry | canonical_smiles | XIAP displacement | LYP inhibition | AID2073 | HIV fusion peptide | Myeloid diff 2 | Myeloid diff 2 GFP+ MAC1+ %
1 | O=S(=O)(NCc1cccnc1)c1ccc(Cl)c(Cl)c1Cl | -1.3% | -14% | -5% | -2.4% | i | 1.8
2 | Cn1c(C(=O)OCC(=O)NCc2cccs2)cc2sccc21 | -8.1% | -3% | -5% | 1.5% | i | 4.4
3 | Cc1ccc(N(CC(=O)O)S(C)(=O)=O)cc1 | -4.4% | -8% | 0% | -1.0% | i | 0.8
4 | CC1(C(=O)NC2CCCC2)CCC(=O)N1Cc1ccc2c(c1)OCO2 (centres undefined) | -6.7% | -9% | 3% | 3.6% | i | 0.7
5 | COc1cccc(OCC(=O)NN=C2c3ccccc3-c3ccccc32)c1 | -4.4% | 4% | 47% | -3.5% | i | 2.2
6 | Cn1cc(-c2ccno2)c(C(=O)O)n1 | -6.1% | -10% | 8% | 0.9% | i | 0.2
7 | CC(=O)N1CCOc2ccc(S(=O)(=O)NCC3CCC(C(=O)Nc4ncccc4C)CC3)cc21 (centres undefined) | x | -12% | -1% | -0.9% | i | 1.8
8 | CNC(=S)NC1CC2CCCC(C1)N2Cc1ccco1 (centres undefined) | -1.7% | -4% | 8% | -2.2% | i | 9.7
9 | Cc1ccc(C)c(OCc2nnc(SCC(=O)NC(=O)NCc3ccco3)o2)c1 | -3.6% | -5% | 7% | 1.7% | i | 0.4
10 | CCOC(=O)c1cnc(SCC(=O)Nc2nc(C)c(C)s2)nc1N | -4.8% | -2% | 0% | 0.6% | i | 1.4
11 | CCOC(=O)/C=C1\SCC(=O)N1CC(=O)NCCc1ccc(F)cc1 | -5.3% | -9% | 0% | 0.5% | i | 0.4
12 | COCCSc1nnc(NC(=O)c2ccc(NC(C)=O)cc2)s1 | -4.0% | -7% | 1% | -0.9% | i | 0.7
13 | Fc1c(F)c(F)c(N/N=C/c2c[nH]c3ccccc23)c(F)c1F | -7.0% | 6% | -2% | -1.8% | i | 0.6
14 | O=C(NCc1cc([N+](=O)[O-])ccc1O)c1cccnc1Sc1ccccc1 | x | -3% | 2% | 1.5% | i | 1.2
15 | COc1nc(OC)nc(N2CCCCCC2)n1 | -4.2% | -1% | 13% | 3.5% | i | 7.6

entry | HEK293 NOD2/NF-kB | NS5 inhibitors | Siah-1 displacement | Lipid droplet | Lipid droplet cells 6.5 µM
1 | 2% | -7% | -1% | x | x
2 | -11% | -2% | 0% | x | x
3 | 15% | -3% | -3% | 23 | 666
4 | 12% | -9% | 4% | x | x
5 | 8% | 2% | -1% | x | x
6 | 9% | -3% | -2% | 6 | 687
7 | 8% | -3% | 3% | -12 | 678
8 | -32% | -7% | -2% | 3 | 649
9 | 6% | -5% | 2% | 5 | 700
10 | 7% | -4% | -1% | x | x
11 | 3% | -25% | 3% | 0 | 680
12 | 6% | -11% | 0% | -4 | 669
13 | 15% | -5% | 0% | 2 | 503
14 | 7% | -6% | 5% | -2 | 677
15 | 11% | -2% | 1% | -20 | 750

# The listing continues.
entry | canonical_smiles | XIAP displacement | LYP inhibition | AID2073 | HIV fusion peptide | Myeloid diff 2 | Myeloid diff 2 GFP+ MAC1+ %
16 | Cc1cc(=O)[nH]c(Nc2c(C)n(C)n(-c3ccccc3)c2=O)n1 | 0.5% | 3% | 0% | 1.1% | i | 1.3
17 | C#CCOCCOCCOCCNc1nc(N2CCN(C(=O)C(Cc3ccc(O)cc3)n3cc(C(N)CC(C)C)nn3)CC2)nc(N2CCN(C(=O)C(Cc3cc4ccccc4[nH]3)n3cc(C(N)C(C)CC)nn3)CC2)n1 (centres undefined) | -3.3% | -23% | 27% | -0.3% | x | x
18 | CCOC(=O)N1CCN(C(=O)CSCC(=O)Nc2nc(-c3ccc(-c4ccccc4)cc3)cs2)CC1 | -5.2% | 2% | 24% | 6.4% | u | x
19 | COc1ccc(S(=O)(=O)N(CC(=O)NCc2ccncc2)c2ccc(C)cc2)cc1Br | x | -4% | 1% | -0.3% | i | 0.5
20 | O=C(/C=C/c1ccccc1Cl)NC1CCS(=O)(=O)C1 (centres undefined) | -2.5% | -7% | 16% | 0.2% | i | 0.2
21 | CCC(=O)Nc1ccc(NCc2cccs2)cc1 | x | -3% | 0% | -1.0% | i | 0.4
22 | O=C(COc1ccccc1)NNc1nc2c(F)cc(F)cc2s1 | -3.4% | -6% | -6% | -0.3% | i | 0.2
23 | O=C(COC(=O)c1ccccn1)NCCCc1ccccc1 | -4.0% | 0% | -1% | 4.0% | i | 0.9
24 | Cc1cc(C(=O)N/N=C/c2c(C)nn(-c3ccccc3)c2Cl)n[nH]1 | x | -5% | 0% | 2.0% | i | 0.3
25 | COc1cccc(CC2CC(=O)N(CCc3ccc4c(c3)OCO4)C2=O)c1 (centres undefined) | 0.0% | 4% | -11% | 1.4% | i | 0.6
26 | CC(=O)c1ccc(C)cc1OC(=O)c1cccc(F)c1 | -3.8% | -6% | -2% | -1.4% | i | 0.2
27 | CCSc1nnc([C@@H]2CCCN2C(=O)OC(C)(C)C)o1 | -0.4% | 1% | 1% | 1.5% | i | 1.2
28 | CCC(=O)c1ccc(CCCCCC(=O)O)s1 | -6.1% | -5% | 7% | 9.0% | i | 1.3
29 | CCOc1ccc2nc(NC(=O)CN3CCN(c4ccccn4)CC3)sc2c1 | -1.4% | 3% | -7% | 1.6% | x | x
30 | CC(C)c1ccc(CNc2ncccn2)cc1 | x | -4% | 9% | 1.5% | i | 0.7

entry | HEK293 NOD2/NF-kB | NS5 inhibitors | Siah-1 displacement | Lipid droplet | Lipid droplet cells 6.5 µM
16 | 0% | 8% | 0% | -5 | 648
17 | 12% | x | 6% | 8 | 768
18 | 35% | -3% | 2% | 82* | 640*
19 | -5% | -1% | -5% | 1 | 772
20 | 10% | -3% | 7% | -1 | 727
21 | 7% | -10% | -4% | -2 | 834
22 | 16% | -6% | 6% | 32 | 687
23 | 10% | -4% | -2% | x | x
24 | -1% | x | -2% | 3 | 726
25 | -10% | 8% | 2% | x | x
26 | 11% | -3% | 6% | 6 | 705
27 | 4% | x | 1% | x | x
28 | 2% | 1% | 10% | 2 | 774
29 | -16% | x | 14% | -1 | 696
30 | -13% | 3% | 5% | 2 | 814

# An excerpt from above in order of length of the SMILES, lowest first.
entry | canonical_smiles | XIAP displacement | LYP inhibition | AID2073 | HIV fusion peptide | Myeloid diff 2 | Myeloid diff 2 GFP+ MAC1+ %
21 | CCC(=O)Nc1ccc(NCc2cccs2)cc1 | x | -3% | 0% | -1.0% | i | 0.4
26 | CC(=O)c1ccc(C)cc1OC(=O)c1cccc(F)c1 | -3.8% | -6% | -2% | -1.4% | i | 0.2
22 | O=C(COc1ccccc1)NNc1nc2c(F)cc(F)cc2s1 | -3.4% | -6% | -6% | -0.3% | i | 0.2
27 | CCSc1nnc([C@@H]2CCCN2C(=O)OC(C)(C)C)o1 | -0.4% | 1% | 1% | 1.5% | i | 1.2
24 | Cc1cc(C(=O)N/N=C/c2c(C)nn(-c3ccccc3)c2Cl)n[nH]1 | x | -5% | 0% | 2.0% | i | 0.3
18 | CCOC(=O)N1CCN(C(=O)CSCC(=O)Nc2nc(-c3ccc(-c4ccccc4)cc3)cs2)CC1 | -5.2% | 2% | 24% | 6.4% | u | x
17 | C#CCOCCOCCOCCNc1nc(N2CCN(C(=O)C(Cc3ccc(O)cc3)n3cc(C(N)CC(C)C)nn3)CC2)nc(N2CCN(C(=O)C(Cc3cc4ccccc4[nH]3)n3cc(C(N)C(C)CC)nn3)CC2)n1 (centres undefined) | -3.3% | -23% | 27% | -0.3% | x | x

entry | HEK293 NOD2/NF-kB | NS5 inhibitors | Siah-1 displacement | Lipid droplet | Lipid droplet cells 6.5 µM
21 | 7% | -10% | -4% | -2 | 834
26 | 11% | -3% | 6% | 6 | 705
22 | 16% | -6% | 6% | 32 | 687
27 | 4% | x | 1% | x | x
24 | -1% | x | -2% | 3 | 726
18 | 35% | -3% | 2% | 82* | 640*
17 | 12% | x | 6% | 8 | 768

# (list continues)
entry | canonical_smiles | XIAP displacement | LYP inhibition | AID2073 | HIV fusion peptide | Myeloid diff 2 | Myeloid diff 2 GFP+ MAC1+ %
31 | CCOCCCNC(=O)CCNC(=O)c1cc(OC)c(OC)c(OC)c1 | -2.5% | -4% | -8% | 0.1% | i | 1.1
32 | O=C(CSc1ccc(C(F)(F)F)cc1[N+](=O)[O-])NCCOc1ccccc1 | -9.2% | 2% | -8% | -0.4% | i | 0.7
33 | COc1ccccc1S(=O)(=O)Cc1ccc(C(=O)NC2CC2)o1 | x | -12% | -3% | -0.8% | i | 0.8
34 | Oc1ccccc1N1CCN(Cc2ncc(-c3ccccc3)o2)CC1 | x | -10% | 6% | -3.3% | i | 1.3
35 | CCCNC(=O)c1oc2ccc3c(c2c1C)C(O)CC(C)(C)O3 (centres undefined) | x | -8% | 5% | -0.5% | i | 0.4
36 | CCCn1nnnc1SCC(=O)NCc1ccccc1 | 1.7% | -10% | -4% | 2.5% | i | 1.4
37 | O=C(O)c1ccccc1N/N=C\c1ccnc2ccccc12 | -2.0% | 1% | -3% | 17% | i | 0.8
38 | Cc1cccn2c(=O)c3cc(C(=O)NCc4ccco4)c(=N)n(CCc4ccccc4)c3nc12 | x | -24% | 46% | 13% | i | 0.1
39 | COc1cc(CCC(=O)Nc2sccc2C#N)cc(OC)c1OC | x | -13% | -5% | -0.4% | i | 5.0
40 | CC(CC1C(C#N)=C(N)SC(N)=C1C#N)c1ccccc1 (centres undefined) | -17% | -4% | 22% | -1.9% | i | 0.8
41 | CCN1CCN(S(=O)(=O)c2ccc(Cl)c(C(=O)Nc3ccc(OC(F)F)cc3)c2)CC1 | x | -10% | 13% | 0.7% | i | 5.1
42 | N#Cc1cc(C(=O)c2ccccc2O)cn(-c2nccs2)c1=O | -16% | 6% | 31% | 53%* | i | 0.5
43 | O=[N+]([O-])c1cccc(-c2ccc(/C=N/NC(=S)Nc3cccc(F)c3)o2)c1 | x | 6% | -8% | -1.2% | i | 0.6
44 | CC(=O)Nc1ccc(S(=O)(=O)N2CCN(c3nc4ccccc4n3CC(C)C)CC2)cc1 | x | -5% | 8% | -0.7% | i | 0.3
45 | CNC(=O)NC(=O)C(C)OC(=O)c1cc2c(s1)CCCCC2 (centres undefined) | 0.4% | -5% | 4% | 1.2% | i | 0.4

entry | HEK293 NOD2/NF-kB | NS5 inhibitors | Siah-1 displacement | Lipid droplet | Lipid droplet cells 6.5 µM
31 | 5% | -8% | 2% | x | x
32 | -25% | -4% | 2% | -6 | 673
33 | 12% | 25% | 2% | 22 | 702
34 | -43% | 1% | -4% | -5 | 784
35 | -2% | 1% | -2% | -1 | 862
36 | -2% | -1% | -2% | x | x
37 | -140% | 3% | -3% | x | x
38 | 14% | 2% | 28% | 29 | 654
39 | 12% | -12% | 4% | -2 | 766
40 | 18% | -57% | -3% | x | x
41 | 30% | -5% | -1% | 0 | 802
42 | 6% | u | 10% | 30 | 673
43 | -24% | -11% | 6% | 15 | 688
44 | 5% | -12% | -5% | -7 | 807
45 | 7% | -4% | 3% | 8 | 689
